Bioassay records (PubChem BioAssay)
E coli Lon inh = inhibits E. coli Lon protease. P0A9M0. 360,000 tested, 0.42% active. AID 602123. inhibition, % at 7.94 µM. purified E. coli Lon protease, fluorescence polarization; in the data active means inhibition above about 13%, passing the limit was not always enough;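 further: 0% = enzyme with probe and DMSO and 100% = no enzyme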
NRP1-CendR mod = modulators of CendR peptide binding to human neuropilin-1; inhibition, % at 25 µM; 360,000 tested, 0.85% active; FAM-RPARPAR peptide binding to NRP-1, fluorescence polarization; O14786;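 active means inhibition or corrected inhibition above about 18%, plus a signal ratio from 0.5 to 1.5, limit read from the data, passing the limit was not always enough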; further: strong numbers were not always called active
Target sequence (O14786 whole entry, looked up): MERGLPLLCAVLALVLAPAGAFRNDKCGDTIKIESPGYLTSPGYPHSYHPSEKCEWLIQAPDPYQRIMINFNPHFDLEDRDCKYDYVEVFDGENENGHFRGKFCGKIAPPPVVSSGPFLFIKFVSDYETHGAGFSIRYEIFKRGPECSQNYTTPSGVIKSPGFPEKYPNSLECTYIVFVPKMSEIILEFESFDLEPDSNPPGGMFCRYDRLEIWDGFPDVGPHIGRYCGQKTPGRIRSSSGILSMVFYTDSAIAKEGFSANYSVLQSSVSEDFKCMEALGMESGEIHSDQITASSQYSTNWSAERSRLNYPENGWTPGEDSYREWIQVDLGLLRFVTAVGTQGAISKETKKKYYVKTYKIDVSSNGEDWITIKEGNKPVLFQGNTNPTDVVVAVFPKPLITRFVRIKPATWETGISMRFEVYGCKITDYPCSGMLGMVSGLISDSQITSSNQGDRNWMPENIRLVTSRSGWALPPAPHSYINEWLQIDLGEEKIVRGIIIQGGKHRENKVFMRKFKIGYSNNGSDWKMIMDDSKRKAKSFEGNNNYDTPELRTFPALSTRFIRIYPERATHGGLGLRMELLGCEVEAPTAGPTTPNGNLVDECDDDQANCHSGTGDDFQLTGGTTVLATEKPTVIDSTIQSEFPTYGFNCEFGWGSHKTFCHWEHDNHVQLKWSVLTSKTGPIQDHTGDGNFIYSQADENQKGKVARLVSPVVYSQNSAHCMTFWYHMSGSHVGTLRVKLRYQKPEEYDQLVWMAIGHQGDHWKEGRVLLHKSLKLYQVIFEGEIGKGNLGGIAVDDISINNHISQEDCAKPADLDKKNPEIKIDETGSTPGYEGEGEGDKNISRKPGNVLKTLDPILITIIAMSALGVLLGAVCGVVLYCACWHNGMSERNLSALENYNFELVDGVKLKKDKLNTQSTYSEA
Rin1 Abl inh = blocks binding of human Rin1 to Abl | P00519+Q13671 | TR-FRET Rin1/Abl binding, biochemical | inhibition, % at 7.35 µM | 360,000 tested, 0.4% active | AID 588664; in the data active means inhibition above about 5%, passing the limit was not always enough
MsrA inh = inhibits bovine methionine sulfoxide reductase A | AID 651718 | inhibition, % at 15.5 µM | 360,000 tested, 0.75% active | purified bovine MsrA, absorbance read-out; in the data active means inhibition above about 4.5%;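 further: 0% = vehicle wells with enzyme and 100% = reference inhibitor wells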
MsrA act = activators of bovine methionine sulfoxide reductase A; purified bovine MsrA, absorbance read-out; activation, % at 10.6 µM; 360,000 tested, 0.3% active; AID 602163; in the data active means activation above about 7.5%;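 further: 0% = vehicle and 100% = reference activator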
SKN-1 inh = inhibitors of C. elegans SKN-1 | C. elegans VP596 Pgst-4::GFP/RFP ratio, acrylamide-induced, 24 h | inhibition, % at 21.8 µM | 360,000 tested, 0.49% active | AID 624304;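 active means interference check ratio from 0.5 to 1.5 plus GFP to RFP signal ratio inhibition reaching or exceeding a fixed threshold, cut at about 30% in these data, passing the limit was not always enough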; further: some compounds called inactive have numbers as strong as hits
MT1-MMP act inh = inhibitors of human MT1-MMP activation. P50281. HT1080 RFP-PRO-GFP cells, GFP/RFP ratio fluorescence, overnight; percent of plate control window, DMSO zero. GFP/RFP ratio change, % at 20 µM. 360,000 tested, 0.061% active;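 active means GFP/RFP ratio change of at least 30% with cell ATP level not reduced by more than half and red fluorescence within 50% of control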; further: strong numbers were not always called active
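Material – HT1080 RFP-PRO-GFP cells · Control set – DMSO wells and RFP-L50D-GFP cells · Incubation – overnight cell settling, then overnight compound exposure, 37 °C, 5% CO2 · Compound dosing – single-point 20 µM compound, 1% DMSO · Read-out – GFP/RFP fluorescence ratio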
Neddylation inh = blocks human cullin neddylation. AID 651699. P61081+Q13564. TR-FRET cullin neddylation, biochemical. 360,000 tested, 0.58% active. calls only at 25 µM; in the data active means inhibition above about 36%
FAS TE block = inhibitors of human fatty acid synthase thioesterase domain. recombinant FAS-TE, OMFH fluorogenic substrate, fluorescence endpoint. AID 602261. inhibition, % at 15 µM. 360,000 tested, 0.67% active;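 active means compounds whose normalised, plate-corrected inhibition of enzyme fluorescence in the single-dose primary screen is 50% or more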;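 further: 0% = DMSO with enzyme and 100% = substrate without enzyme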
* hit, by the source's call; i = inactive; · = no result given. Random draw from the library. Share with any hit: about 4.2%.

SMILES	E coli Lon inh	NRP1-CendR mod	Rin1 Abl inh	MsrA inh	MsrA act	SKN-1 inh	MT1-MMP act inh	Neddylation inh	FAS TE block
O=C(NCC1COc2ccccc2O1)C1CCN(S(=O)(=O)c2cccc3nsnc23)CC1 (configuration not stated)	-3	1	-3	0.4	-3	0	1	i	-5
CC(NC(=O)C1(C)CC1(Br)Br)C(C)(C)C (configuration not stated)	-2	-4	1	0.2	-10	-23	4	i	-15
O=C(CSc1ncnc2nc[nH]c12)N1CCN(c2ccccc2)CC1	-7	-4	-4	-0.3	-2	16	0	i	-6
O=C(Nc1ccc(-n2ccc(C(F)(F)F)n2)cc1)c1cccs1	-1	15	0	-0.3	-3	15	-1	i	6
O=C(N/N=C/C1CC2CCC1C2)C1CC1 (configuration not stated)	-1	5	-5	-0.6	-6	9	0	i	-7
Clc1ccc(/C=N/N2CCCCC2)cc1	10	-9	-1	-0.4	-2	4	-2	i	-2
CC(C)OP(=O)(c1ccc(N(C)C)cc1)C(Nc1ccccc1)c1ccccc1 (configuration not stated)	1	31*	-2	0.0	-1	-20	-2	i	4
O=C(CN1CCN(c2ccc(Cl)cc2)CC1)NCc1cccs1	-1	-7	-1	-1.7	-11	-4	-3	i	-12
CCN1CCN(C(=O)C2CCC(=O)N(CCCN3CCCC3=O)C2)CC1 (configuration not stated)	4	4	3	0.1	1	-8	0	i	-8
CCc1nc(SCC(=O)Nc2ccc3c(c2)OCCO3)c2oc3ccccc3c2n1	-2	14	-9	0.1	-18	-3	3	i	9
CC1CCN(S(=O)(=O)c2ccc3c(c2)N(CC(=O)NCCCN2C(C)CCCC2C)C(=O)CO3)CC1 (configuration not stated)	-4	10	0	1.3	-4	-23	-4	i	-8
Cc1nc(NC(=O)/C=C/c2ccc(Cl)cc2Cl)sc1C(=O)N(C)C	1	4	0	0.0	2	5	1	i	-5
CCC(=O)c1ccc(OCC(=O)Nc2ccc3c(c2)OCCO3)cc1	-20	12	4	0.2	-13	7	-5	i	-4
COc1cccc(C2C(C#N)=C(N)N(N(C)C)C3=C2C(=O)CC(C)(C)C3)c1OC (configuration not stated)	7	-17	0	0.2	-1	14	2	i	-1
Cc1ccc(NCC(=O)Nc2cccc(S(=O)(=O)N(C)C)c2)c(Cl)c1	0	6	-2	-1.4	-1	1	7	i	15
CC(C(=O)NC(N)=O)N1C(=O)NC(c2ccccc2)(c2ccccc2)C1=O (configuration not stated)	-6	-12	-1	0.8	-1	10	3	i	-3
COc1ccc(/C=N/Nc2ccccn2)cc1OC	7	10	-3	4.6*	-5	4	1	i	-4
COc1ccc(NC(=O)c2ccc(NCCN3C(=O)CCC3=O)c([N+](=O)[O-])c2)cc1	2	-2	-4	-0.4	-3	7	3	i	-2
CC(=O)c1ccc(NC(=O)CN2C(=O)NC(C)(c3ccc4c(c3)OCCO4)C2=O)cc1 (configuration not stated)	-7	1	1	0.2	-1	5	-3	i	-6
COc1cccc(CNS(=O)(=O)c2cccc(S(=O)(=O)N3CCOCC3)c2)c1	-11	-7	1	0.4	-1	0	1	i	-3
O=C(NNC(=O)c1cc(-c2ccccc2)nc2ccccc12)c1csc(N2CCOCC2)n1	-10	3	-2	2.0	-2	-36	4	i	5
CC(C)c1ccc(NC2CCCN(C(=O)c3cnc4ccccn4c3=O)C2)cc1 (configuration not stated)	-8	-6	1	1.6	-6	15	3	i	-4
CCOC(=O)C1CCC(CN(Cc2ccccc2C)S(=O)(=O)c2ccc([N+](=O)[O-])cc2)CC1 (configuration not stated)	2	-6	1	0.4	-5	1	-12	i	19
CN(C)S(=O)(=O)c1ccc(C(=O)Nc2cccc(S(=O)(=O)NC3=NCCC3)c2)cc1	-7	-2	2	-1.3	2	8	5	i	-4
CCc1cc(-c2n[nH]c(CCC(=O)O)c2-c2nc3ccccc3n2C)c(O)cc1O	-9	-4	2	-0.8	-3	8	0	i	-7
O=C(NCc1ccco1)c1cc2n(n1)C(C(F)(F)F)CC(c1ccc(Br)cc1)N2 (configuration not stated)	7	4	0	1.2	-2	3	7	i	0
Cc1cccc(-n2cnc3cc(C(=O)N4CCc5ccccc54)ccc32)c1	-6	-1	-2	0.5	-3	7	-1	i	3
CCC(=O)N1CCC2(CC1)Oc1ccc(F)cc1C(=O)C21CC(c2ccc(Cl)cc2)=NO1 (configuration not stated)	0	-8	-4	-1.2	-3	3	-2	i	23
O=C(Cn1cc(C(=O)c2ccco2)c2ccccc21)Nc1ccccc1F	3	6	-1	2.5	-2	-7	0	i	12
Cc1ccc(N(CC(=O)NCc2ccccc2)C(=O)CCC(=O)Nc2ccccn2)cc1C	-4	10	1	1.6	1	0	-1	i	3
CCc1cccc(NS(=O)(=O)c2c(C)nc3scc(C)n3c2=O)c1	-2	-2	1	3.2	-6	-6	3	i	4
O=C(CN1CCOCC1)NNc1c2ccccc2nc2ccccc12	-7	6	-11	-0.5	0	7	4	i	-5
O=C(CNC(=O)C12CC3CC(CC(C3)C1)C2)N1CCCC(C(F)(F)F)C1 (configuration not stated)	5	11	0	-0.9	-3	14	0	i	-6
COCCCn1c(=O)c2sccc2n2c(CCCC(=O)NCC3CCCO3)nnc12 (configuration not stated)	-6	0	-1	0.9	0	14	3	i	2
CN(CCc1ccccn1)C(=O)CCC1CCCN(Cc2ccccc2OC(F)F)C1 (configuration not stated)	-1	-14	-4	-0.9	-3	3	-3	i	2
Cc1ccc(NC(=O)OC(C)CNC(=O)Oc2cccc(C)c2)cc1 (configuration not stated)	-5	-4	3	-1.1	-7	-12	3	i	9
CCCCSCCCNC(=O)c1ccc(CS(=O)(=O)c2ccccc2OC)o1	2	-14	2	-1.2	-2	-3	4	i	-2
Cc1ccccc1-n1nnnc1SCc1csc(-c2ccccc2)n1	2	10	-3	-0.7	-1	2	-2	i	22
O=C(Nc1ncccn1)c1ccc([N+](=O)[O-])cc1[N+](=O)[O-]	-1	-11	2	2.5	3	-4	-1	i	-1
C/C(=C\COc1ccc2ccc(=O)oc2c1)CC[C@@H](O)C(C)(C)O	0	-1	0	2.3	-2	0	2	·	0
NC(CCc1ccccc1)c1csc(NC(=O)Nc2cccc(C(F)(F)F)c2)n1 (configuration not stated)	-8	6	-4	0.1	-5	-5	-52	i	-31
COCCNC(=O)C(=O)NNC(=O)COc1ccc(OC)cc1	-4	2	1	0.9	-4	2	4	i	-7
CCOC(=O)c1c(NC(=O)CC)sc2c1CCN(Cc1ccccc1)C2	-6	-13	0	-0.4	-3	-6	5	i	1
CC(/C=N/NC(=O)c1cccc([N+](=O)[O-])c1)=C\c1ccccc1	-6	-7	0	1.0	-4	10	-2	i	2
Cc1ccc(-c2nnc(Nc3ccc4c(c3)OCO4)c3ccccc23)cc1S(=O)(=O)NC(C)C	8	28*	-2	1.2	-5	15	-11	i	51*
CCOC(=O)c1ccccc1NC(=O)Cc1ccc(OC)c(S(=O)(=O)N2CCOCC2)c1	-17	11	-1	0.5	-13	-4	-5	i	-4
O=[N+]([O-])c1ccc(OCc2cnc(Cl)s2)c([N+](=O)[O-])c1	-1	-2	0	1.0	0	1	7	i	20
O=C(Nc1cccc(-c2cn3ccccc3n2)c1)C1CC1	1	0	-3	-0.3	-1	3	9	i	-6
Cc1cc(Cl)c(OCCN2C(=O)NC(C)(C)C2=O)c(Br)c1	-7	0	-1	0.5	1	9	5	i	4
COc1cccc(/C=N/NC(=O)CO/N=C(\C)c2cccs2)c1OC	15	0	4	-0.6	-2	10	3	·	4
CS(=O)(=O)N(Cc1ccc(C(=O)NCc2ccco2)cc1)c1ccccc1	-4	-6	-2	0.4	1	3	2	i	-5
CCOc1ccc(NC(=O)CCC(=O)c2ccc(F)cc2)cc1	9	-6	0	-0.2	-1	12	2	i	-1
COc1ccc(C(C(=O)NC(C)(C)C)N(Cc2ccc(C)cc2)C(=O)CCC(=O)Nc2cc(C)on2)cc1 (configuration not stated)	-4	-5	0	-1.0	-4	1	-2	i	10
COc1ccc(CN2C(=O)CSC2c2ccccn2)cc1 (configuration not stated)	-1	-8	0	0.6	-2	3	-2	i	-4
CSc1ccc(CN2CCC2(C)C(=O)Nc2ccc3c(c2)OCO3)cc1 (configuration not stated)	-7	3	2	-0.5	-2	16	-5	i	22
Cc1cc(N2CCC(C)CC2)nc2cccc(O)c12	-9	-25	0	0.1	-4	-3	-1	i	6
Nn1cnnc1SCC(=O)Nc1ccc(C2CCCCC2)cc1	3	-1	1	-0.1	-2	10	-5	i	-3
C[C@]12CC[C@@H]3c4ccc(O[C@@H]5O[C@H](C(=O)O)[C@@H](O)[C@H](O)[C@H]5O)cc4CC[C@H]3[C@@H]1C[C@@H](O)[C@@H]2O	-3	7	1	-0.6	-6	-7	-1	i	-4
Cc1cccc(C)c1NC(=O)C1c2ccccc2OCC(=O)N1C1CC1 (configuration not stated)	6	0	·	-0.4	-1	3	4	i	-11
CC(=O)N1c2ccccc2C(=O)C1N(C)c1ccc(C)cc1 (configuration not stated)	0	-1	3	0.2	-5	-21	2	i	2

Next part.
SMILES	E coli Lon inh	NRP1-CendR mod	Rin1 Abl inh	MsrA inh	MsrA act	SKN-1 inh	MT1-MMP act inh	Neddylation inh	FAS TE block
CC1CCCCC12NC(=O)N(CC(=O)N1CCN(S(=O)(=O)/C=C/c3ccccc3)CC1)C2=O (configuration not stated)	-3	3	4	0.9	-3	4	-2	i	-1
Cc1cc(Cl)c(S(=O)(=O)NCc2ccncc2)cc1OCC(N)=O	4	6	1	0.2	-1	-5	1	i	-5
O=C(COC(=O)Cn1cnc2ccccc2c1=O)Nc1ccc(Cl)c(C(F)(F)F)c1	-4	9	0	0.4	-1	7	1	i	2
O=C(CSc1ccccn1)N1CCc2ccccc21	0	-1	0	0.9	-6	-9	4	i	0
Cc1ccc(COc2ccc(/C=N/O)cc2)cc1	-1	-1	-4	0.5	1	23	-1	i	2
COc1cc(/C=N/n2nnnc2Nc2ccccc2)cc(OC)c1OC	-1	7	-2	·	-8	-2	9	i	18
COc1ccc(CCNC(=O)CSc2nnc3ccccn23)cc1	2	-3	-2	0.6	-3	4	3	i	-3
Cc1cccc(Nc2nc(N)nc(-c3oc4ccccc4c3C)n2)c1	9	-7	1	2.2	-2	1	-5	i	26
CCN(CC)S(=O)(=O)c1ccc(N2CCOCC2)c(NC(=O)Cc2cccc3ccccc23)c1	-9	4	3	2.7	0	-6	-6	i	27
COc1ccc(/C=C(/NC(=O)c2ccccc2)C(=O)N2CCOCC2)cc1OC	-7	10	-1	2.2	1	6	2	i	-5
CCN(CC)C1CCN(C(=O)c2cc(COc3ccc(F)cc3Cl)on2)C1 (configuration not stated)	-6	-2	-1	-0.2	-1	0	1	i	-4
CCOc1cnc(-c2ccc(Cl)cc2)o1	-2	-8	0	1.0	-8	33	8	i	3

Reprinted at random: six compounds from above.
SMILES	E coli Lon inh	NRP1-CendR mod	Rin1 Abl inh	MsrA inh	MsrA act	SKN-1 inh	MT1-MMP act inh	Neddylation inh	FAS TE block
CCN(CC)S(=O)(=O)c1ccc(N2CCOCC2)c(NC(=O)Cc2cccc3ccccc23)c1	-9	4	3	2.7	0	-6	-6	i	27
Cc1cc(Cl)c(S(=O)(=O)NCc2ccncc2)cc1OCC(N)=O	4	6	1	0.2	-1	-5	1	i	-5
COc1ccc(/C=C(/NC(=O)c2ccccc2)C(=O)N2CCOCC2)cc1OC	-7	10	-1	2.2	1	6	2	i	-5
Cc1ccc(COc2ccc(/C=N/O)cc2)cc1	-1	-1	-4	0.5	1	23	-1	i	2
COc1cc(/C=N/n2nnnc2Nc2ccccc2)cc(OC)c1OC	-1	7	-2	·	-8	-2	9	i	18
CC1CCCCC12NC(=O)N(CC(=O)N1CCN(S(=O)(=O)/C=C/c3ccccc3)CC1)C2=O (configuration not stated)	-3	3	4	0.9	-3	4	-2	i	-1
